High-throughput results: PubChem BioAssay, Johns Hopkins Ion Channel Center
MrgX1 ag: activates human MrgX1 receptor signaling; MrgX1-HEK293 cells, Fluo-4 calcium fluorescence, agonist mode; hits give high values; B-score at 10 µM; AID 588627; hit rate 0.44% among 310,000; Q96LB2;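 active = calcium response B-score plate-corrected fluorescence ratio at least 3 library SD, with starting fluorescence B-score inside 5 SD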
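Material: HEK293 cells stably expressing human MrgX1 receptor | Quantity: 15,000 cells per well | Times: Cells plated overnight, dye loaded 0.5 h 37 °C, 0.5 h room temperature | Measured by: Kinetic Fluo-4 NW fluorescence of intracellular calcium | Control set: Positive and negative controls per plate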
TRPC6 act: activators of mouse TRPC6 channel. B-score at 10 µM. Q61143. hit rate 0.13% among 310,000. HEK293-TRPC6 membrane potential dye fluorescence; hits give high values;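 active = B-score of the integrated fluorescence ratio above library mean plus 3 SD, and starting fluorescence ratio within library mean plus 5 SD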;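 also: higher score means more depolarization so channel activation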
Target sequence (Q61143 whole entry, looked up): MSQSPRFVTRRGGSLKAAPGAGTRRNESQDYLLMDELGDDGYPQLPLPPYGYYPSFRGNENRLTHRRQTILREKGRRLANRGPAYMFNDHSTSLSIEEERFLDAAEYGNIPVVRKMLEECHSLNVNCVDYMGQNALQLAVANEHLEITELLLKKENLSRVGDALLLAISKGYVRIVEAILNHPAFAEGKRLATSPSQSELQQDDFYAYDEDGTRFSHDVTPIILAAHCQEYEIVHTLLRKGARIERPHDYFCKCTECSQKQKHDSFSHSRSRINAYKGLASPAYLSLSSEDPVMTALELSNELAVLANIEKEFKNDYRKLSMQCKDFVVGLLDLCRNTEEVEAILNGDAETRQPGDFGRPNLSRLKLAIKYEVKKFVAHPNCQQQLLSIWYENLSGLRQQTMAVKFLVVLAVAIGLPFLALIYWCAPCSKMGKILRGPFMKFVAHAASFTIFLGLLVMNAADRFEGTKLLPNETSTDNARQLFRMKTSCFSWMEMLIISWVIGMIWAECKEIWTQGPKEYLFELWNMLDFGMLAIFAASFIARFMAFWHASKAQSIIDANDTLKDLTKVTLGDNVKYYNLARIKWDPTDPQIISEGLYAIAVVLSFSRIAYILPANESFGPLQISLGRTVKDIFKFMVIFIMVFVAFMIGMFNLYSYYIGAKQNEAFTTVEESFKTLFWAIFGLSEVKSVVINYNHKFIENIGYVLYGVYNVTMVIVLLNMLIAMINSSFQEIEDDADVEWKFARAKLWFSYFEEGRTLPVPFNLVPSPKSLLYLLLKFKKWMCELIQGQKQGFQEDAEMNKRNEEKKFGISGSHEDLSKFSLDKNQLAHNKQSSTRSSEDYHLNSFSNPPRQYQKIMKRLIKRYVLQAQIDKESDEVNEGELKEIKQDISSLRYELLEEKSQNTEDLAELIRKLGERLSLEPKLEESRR
TRPC4 block: inhibitors of mouse TRPC4 channel; Q9QUQ5; HEK293 TRPC4beta/mu-opioid, DAMGO-evoked Fluo4 calcium flux; hits give low values; B-score at 10 µM; hit rate 0.39% among 300,000;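 active = B-score over 3 SD under the library average, no early fluorescence shift, positive overall ratio signal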
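Assay system: TRPC4beta/mu-opioid receptor HEK293 cell line; compound dosing: single concentration per test compound; detection: Fluo4 Ca2+ flux fluorescence; evaluation: per-well B score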
TRPC4 agonist: activators of mouse TRPC4 channel. B-score at 10 µM. AID 2237. HEK293 TRPC4beta/mu-opioid, Fluo4 calcium fluorescence; hits give high values. hit rate 0.49% among 310,000;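 active = B-score above 5 SD of library B-scores, and initial fluorescence ratio not above library mean plus 5 SD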;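 also: positive B-score marks a calcium rise read as TRPC4 activation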
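Assay system: HEK293 stable line with TRPC4beta plus mu-opioid receptor. Times: dye 45 min RT, read 110 s. Measured by: kinetic Fluo4 calcium fluorescence. Measure: B score of integrated ratio. Controls: assay buffer as low control, maximal DAMGO as high control.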
RGS4 block: human RGS4 inhibition. HEK293 M3R/RGS4 inducible, Fluo-4 calcium flux; hits give high values; triggered by carbachol at its EC20. B-score at 10 µM. P49798. hit rate 0.45% among 310,000;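 active = B-score, a plate-corrected calcium signal, over three deviations above library mean, with baseline fluorescence within five deviations of library mean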;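 also: RGS4 expression induced by doxycycline in cells with stable M3 receptor; B-score is computed from the integrated fluorescence ratio over baseline after carbachol; higher B-score means a larger calcium signal and so more RGS4 inhibition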
TRPC4 potent: allosteric potentiators of mouse TRPC4 channel | Q9QUQ5 | HEK293 TRPC4beta/mu-opioid, DAMGO EC20, Fluo-4 Ca2+ flux; hits give high values | B-score at 10 µM | hit rate 0.42% among 310,000;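 active = B-score of calcium response area above 5 SD of library B-scores, with initial fluorescence ratio within 5 SD of library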;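 also: B-score of integrated fluorescence ratio over time as area under calcium response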
TMEM16A inh: inhibitors of mouse TMEM16A calcium-activated chloride channel. HEK293 TMEM16A/YFP iodide influx fluorescence, ionomycin. normalized B-score (activity score, 25-100; higher = stronger inhibition) at 10 µM. hit rate 1.2% among 310,000. Q8BHY3. AID 588511;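 active = ratio plate-corrected score three or more library SD toward inhibition, starting fluorescence score within five deviations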;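 also: score derived from kinetic fluorescence span divided by baseline fluorescence per well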
MrgX1 antag: human MrgX1 receptor antagonism, primary screen; Q96LB2; MRGX1-HEK293 calcium flux, Fluo-4, BAM8-22 antagonism; hits give low values; B-score at 10 µM; hit rate 1.3% among 310,000;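 active = calcium-response B-score plate-corrected more than 3 library SD below zero, starting fluorescence within 5 deviations, no agonist response on first addition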;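 also: peak minus trough fluorescence over baseline after final BAM8-22 challenge near maximal dose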
TRPC6 inh: blocks the mouse TRPC6 cation channel. B-score at 10 µM. HEK293-TRPC6, membrane potential dye, ACh-evoked depolarization; hits give low values. Q61143. hit rate 1.1% among 310,000;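 active = B-score under library mean minus 3 SD, initial fluorescence not abnormally high, positive integrated signal ratio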;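 also: B-score derived from integrated fluorescence ratio over the kinetic read; more negative B-score means stronger inhibition of depolarization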
MrgX1 PAM: allosterically activates human MrgX1 receptor signaling; MrgX1-HEK293, Fluo-4 calcium flux, FDSS; hits give high values; B-score at 10 µM; hit rate 0.63% among 310,000; AID 588675;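 active = plate-corrected calcium response at least 3 library SD above typical, normal starting fluorescence, not activating the receptor alone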;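 also: compound read alongside a low EC10 to EC30 dose of BAM8-22 agonist; peak minus trough fluorescence over baseline measured at the second addition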
TMEM16A act: mouse TMEM16A channel activation, primary screen. B-score at 10 µM. Q8BHY3. AID 623877. hit rate 0.3% among 340,000. HEK293 TMEM16A/YFP-H148Q/I152L, iodide quench fluorescence; hits give low values;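 active = fluorescence-ratio B-score plate-corrected deviation score at least 3 library SD below zero, with starting fluorescence score within 5 deviations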;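 also: channel opened by trigger with iodide after compound preincubation; score built on the fluorescence ratio of max minus min over baseline; more negative score means more quench and so TMEM16A activation or potentiation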
Starred values were filed as active, the others as inactive.

`C/C(=N\NC(=O)CN1CCN(Cc2ccccc2)CC1)c1ccncc1` gave MrgX1 ag inactive, TRPC6 act inactive, TRPC4 block inactive, TRPC4 agonist inactive, RGS4 block inactive, TRPC4 potent inactive, TMEM16A inh inactive, MrgX1 antag inactive, TRPC6 inh inactive, MrgX1 PAM inactive and TMEM16A act inactive.
For Cc1c(Cl)ccc2sc(NC(=O)C3CC3)nc12 the results were MrgX1 ag inactive, TRPC6 act inactive, TRPC4 block inactive, TRPC4 agonist inactive, RGS4 block 6.21*, TRPC4 potent inactive, TMEM16A inh inactive, MrgX1 antag inactive, TRPC6 inh inactive, MrgX1 PAM inactive and TMEM16A act inactive.
`COCCCNC(=O)c1ccc2c(c1)nc(C)n2-c1cccc(C)c1` gave MrgX1 ag inactive, TRPC6 act inactive, TRPC4 block inactive, TRPC4 agonist inactive, RGS4 block inactive, TRPC4 potent inactive, TMEM16A inh inactive, MrgX1 antag inactive, TRPC6 inh inactive, MrgX1 PAM inactive and TMEM16A act inactive.
`CC1CCCC(NC(=O)COC(=O)c2cccc(NS(=O)(=O)/C=C/c3ccccc3)c2)C1C` (stereo not given) gave MrgX1 ag inactive, TRPC6 act inactive, TRPC4 block inactive, TRPC4 agonist inactive, RGS4 block inactive, TRPC4 potent inactive, TMEM16A inh inactive, MrgX1 antag inactive, TRPC6 inh inactive, MrgX1 PAM inactive and TMEM16A act inactive.
For CCN(CC(=O)N1CCOCC1)S(=O)(=O)c1ccccc1 the results were MrgX1 ag inactive, TRPC6 act inactive, TRPC4 block inactive, TRPC4 agonist inactive, RGS4 block inactive, TRPC4 potent inactive, TMEM16A inh inactive, MrgX1 antag inactive, TRPC6 inh inactive, MrgX1 PAM inactive and TMEM16A act inactive.
For O=C(NCCc1ccc(Cl)cc1)C1CCN(S(=O)(=O)c2ccc(-n3cnnn3)cc2)CC1 the results were MrgX1 ag inactive, TRPC6 act inactive, TRPC4 block inactive, TRPC4 agonist inactive, RGS4 block inactive, TRPC4 potent inactive, TMEM16A inh inactive, MrgX1 antag inactive, TRPC6 inh inactive, MrgX1 PAM inactive and TMEM16A act inactive.
Screening Cc1ccc2oc(=O)c3cc(C(=O)Nc4cc(-c5cccc(F)c5)no4)sc3c2c1 returned MrgX1 ag inactive, TRPC6 act inactive, TRPC4 block inactive, TRPC4 agonist inactive, RGS4 block inactive, TRPC4 potent inactive, TMEM16A inh inactive, MrgX1 antag inactive, TRPC6 inh inactive and MrgX1 PAM inactive.
C[C@@H]1C[C@H]2[C@@H]3CCC4=CC(=O)C=C[C@]4(C)[C@@]3(F)[C@@H](O)C[C@]2(C)[C@@]1(O)C(=O)COP(=O)(O)O was read as MrgX1 ag inactive, TRPC6 act inactive, TRPC4 block inactive, TRPC4 agonist inactive, RGS4 block inactive, TRPC4 potent inactive, TMEM16A inh inactive, MrgX1 antag inactive, TRPC6 inh inactive, MrgX1 PAM inactive and TMEM16A act inactive.
Screening O=C(Nc1cccc(S(=O)(=O)C(F)F)c1)c1ccc(S(=O)(=O)N2CCOCC2)cc1 returned MrgX1 ag inactive, TRPC6 act inactive, TRPC4 block inactive, TRPC4 agonist inactive, RGS4 block inactive, TRPC4 potent inactive, TMEM16A inh inactive, MrgX1 antag inactive, TRPC6 inh inactive, MrgX1 PAM inactive and TMEM16A act inactive.
Screening Cc1sc2nc(CSCC(=O)Nc3ccc(OC(F)F)cc3)[nH]c(=O)c2c1C returned MrgX1 ag inactive, TRPC6 act inactive, TRPC4 block inactive, TRPC4 agonist inactive, RGS4 block inactive, TRPC4 potent inactive, TMEM16A inh inactive, MrgX1 antag inactive, TRPC6 inh inactive, MrgX1 PAM inactive and TMEM16A act inactive.
`CC1CCCCC1NC(=O)CSc1nc2ccccc2[nH]1` (stereo not given) gave MrgX1 ag inactive, TRPC6 act inactive, TRPC4 block inactive, TRPC4 agonist inactive, RGS4 block inactive, TRPC4 potent inactive, TMEM16A inh inactive, MrgX1 antag inactive, TRPC6 inh inactive, MrgX1 PAM inactive and TMEM16A act inactive.
COc1cc2c(cc1NC(=O)CN1CCN(S(=O)(=O)c3ccccc3F)CC1)oc1ccccc12 was read as MrgX1 ag inactive, TRPC6 act inactive, TRPC4 block inactive, TRPC4 agonist inactive, RGS4 block inactive, TRPC4 potent inactive, TMEM16A inh inactive, MrgX1 antag inactive, TRPC6 inh inactive, MrgX1 PAM inactive and TMEM16A act inactive.
Screening Cc1cc(=O)[nH]c(SCC(=O)Nc2nc3ccccc3s2)n1 returned MrgX1 ag inactive, TRPC6 act inactive, TRPC4 block inactive, TRPC4 agonist inactive, RGS4 block inactive, TRPC4 potent inactive, TMEM16A inh inactive, MrgX1 antag inactive, TRPC6 inh inactive, MrgX1 PAM inactive and TMEM16A act inactive.
For Cc1ccc(OCC(=O)N2CCN(S(=O)(=O)c3ccccc3)CC2)c([N+](=O)[O-])n1 the results were MrgX1 ag inactive, TRPC6 act inactive, TRPC4 block inactive, TRPC4 agonist inactive, RGS4 block inactive, TRPC4 potent inactive, TMEM16A inh inactive, MrgX1 antag inactive, TRPC6 inh inactive, MrgX1 PAM inactive and TMEM16A act inactive.
CC(=O)OCC1OC(n2ccc(=O)[nH]c2=O)C(O)C1O (stereo not given) was read as MrgX1 ag inactive, TRPC6 act inactive, TRPC4 block inactive, TRPC4 agonist inactive, RGS4 block inactive, TRPC4 potent inactive, TMEM16A inh inactive, MrgX1 antag inactive, TRPC6 inh inactive, MrgX1 PAM inactive and TMEM16A act inactive.
For CC(C)NC(=O)Cn1c(SCC(=O)N2CCc3ccccc3C2)nc2ccccc21 the results were MrgX1 ag inactive, TRPC6 act inactive, TRPC4 block inactive, TRPC4 agonist inactive, RGS4 block inactive, TRPC4 potent inactive, TMEM16A inh inactive, MrgX1 antag inactive, TRPC6 inh inactive, MrgX1 PAM inactive and TMEM16A act inactive.
Screening Cc1ccccc1-c1nnc(SCc2ccccc2)o1 returned MrgX1 ag inactive, TRPC6 act inactive, TRPC4 block inactive, TRPC4 agonist inactive, RGS4 block inactive, TRPC4 potent inactive, TMEM16A inh inactive, MrgX1 antag inactive, TRPC6 inh inactive, MrgX1 PAM inactive and TMEM16A act inactive.
For O=C(CN1CCN(Cc2ccccc2)CC1)Nc1ccc(S(=O)(=O)N2CCOCC2)cc1 the results were MrgX1 ag inactive, TRPC6 act inactive, TRPC4 block inactive, TRPC4 agonist inactive, RGS4 block inactive, TRPC4 potent inactive, TMEM16A inh inactive, MrgX1 antag inactive, TRPC6 inh inactive, MrgX1 PAM inactive and TMEM16A act inactive.
CCCN1CCN(CCCNC(=O)c2cc3c(=O)n(C)c4ccccc4c3n2C)CC1 was read as MrgX1 ag inactive, TRPC6 act inactive, TRPC4 block inactive, TRPC4 agonist inactive, RGS4 block inactive, TRPC4 potent inactive, TMEM16A inh inactive, MrgX1 antag inactive, TRPC6 inh inactive, MrgX1 PAM inactive and TMEM16A act inactive.
Cc1ccccc1-c1oc(C)c(C)[n+]1[O-] was read as MrgX1 ag inactive, TRPC6 act inactive, TRPC4 block inactive, TRPC4 agonist inactive, RGS4 block inactive, TRPC4 potent inactive, TMEM16A inh inactive, MrgX1 antag inactive, TRPC6 inh inactive, MrgX1 PAM 7.82* and TMEM16A act inactive.
Screening COc1cccc(N2CCN(C(=O)c3cccc(NC4=NC5CS(=O)(=O)CC5S4)c3)CC2)c1 (stereo not given) returned MrgX1 ag inactive, TRPC6 act inactive, TRPC4 block inactive, TRPC4 agonist inactive, RGS4 block inactive, TRPC4 potent inactive, TMEM16A inh inactive, MrgX1 antag inactive, TRPC6 inh inactive, MrgX1 PAM inactive and TMEM16A act inactive.
`O=C(Nc1nnc(SCc2cccnc2)s1)C1CC(=O)N(c2ccc(F)cc2)C1` (stereo not given) gave MrgX1 ag inactive, TRPC6 act inactive, TRPC4 block inactive, TRPC4 agonist inactive, RGS4 block inactive, TRPC4 potent inactive, TMEM16A inh inactive, MrgX1 antag inactive, TRPC6 inh inactive, MrgX1 PAM inactive and TMEM16A act inactive.
CN(Cc1nccn1C)C(=O)c1cc(COc2ccc3ncccc3c2)on1 was read as MrgX1 ag inactive, TRPC6 act inactive, TRPC4 block inactive, TRPC4 agonist inactive, RGS4 block inactive, TRPC4 potent inactive, TMEM16A inh inactive, MrgX1 antag inactive, TRPC6 inh inactive, MrgX1 PAM inactive and TMEM16A act inactive.
O=C(CCC1CCCN(C(=O)Cc2ccc(F)cc2)C1)N1CCN(c2ccccn2)CC1 (stereo not given) was read as MrgX1 ag inactive, TRPC6 act inactive, TRPC4 block inactive, TRPC4 agonist inactive, RGS4 block inactive, TRPC4 potent inactive, TMEM16A inh inactive, MrgX1 antag inactive, TRPC6 inh inactive, MrgX1 PAM inactive and TMEM16A act inactive.
`O=c1c2c3n(c(=O)nc2[nH]n1-c1ccccc1)CCCCC3` gave MrgX1 ag inactive, TRPC6 act inactive, TRPC4 block inactive, TRPC4 agonist inactive, RGS4 block inactive, TRPC4 potent inactive, TMEM16A inh inactive, MrgX1 antag inactive, TRPC6 inh inactive, MrgX1 PAM inactive and TMEM16A act inactive.
For O=C(COC(=O)c1cccc(S(=O)(=O)N2CCCC2)c1)Nc1ccccc1 the results were MrgX1 ag inactive, TRPC6 act inactive, TRPC4 block inactive, TRPC4 agonist inactive, RGS4 block inactive, TRPC4 potent inactive, TMEM16A inh inactive, MrgX1 antag inactive, TRPC6 inh inactive, MrgX1 PAM inactive and TMEM16A act inactive.
Cc1ccc(-n2c(-c3ccco3)nc3nc4ccccc4nc32)cc1 was read as MrgX1 ag inactive, TRPC6 act inactive, TRPC4 block inactive, TRPC4 agonist inactive, RGS4 block inactive, TRPC4 potent inactive, TMEM16A inh inactive, MrgX1 antag inactive, TRPC6 inh inactive, MrgX1 PAM inactive and TMEM16A act inactive.
